Screening results as filed in PubChem BioAssay.
HCV inh = HCV inhibition; Potency, µM (series often up to 41.8 µM), inactives show top-dose activity change, negative = inhibition, usual class: inhibitors; Huh7.5.1 HCVcc-Cre infection, luciferase reporter, 44 h; 340,000 compounds, 3.4% hits
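Reporter virus HCVcc-Cre (~0.5 moi) infects cells exposed to compound; seeding density 1,000 cells/well with 4 h settling beforehand. Luminescence, 15 sec read, taken 44 h post-infection following a 15 min RT substrate incubation.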
Tb PYK inh = blocks Trypanosoma brucei pyruvate kinase; Potency, µM (series often up to 76.8 µM), for inactives: at the top dose activity, negative = inhibition, actives largely listed as inhibitors; Q57TT1; 410,000 compounds, 0.12% hits; TbPYK enzyme, Kinase-Glo Plus ATP luminescence, 45 min; also: nearly all actives have a fitted effect of over 50% in size
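Activity of T. brucei pyruvate kinase was followed by Kinase-Glo Plus luminescence after the enzyme reacted 45 min at room temperature with 130 uM ADP (final) and substrate. Test compounds were added before ADP at multiple concentrations.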
Sm TGR inh = S. mansoni TGR enzyme inhibition. 360,000 compounds, 3% hits. Potency, µM (top dose mostly 114 µM), without a hit: at the highest dose activity change, negative = inhibition, actives largely listed as inhibitors. purified TGR, DTNB reduction, TNB absorbance 405 nm. AID 485364. Q962Y6; also: nearly all actives have a fitted effect of over 60% in size
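TGR 20 nM + NADPH 100 uM (dispensed conc.), cpd preinc 15 min RT; start with NADPH (500 uM addition) then DTNB (15 mM addition). Kinetic TNB absorbance, 405 nm filter. Four-parameter Hill fit across titration.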
LmPK inhibitor = LmPK (Leishmania mexicana) enzyme inhibition | purified LmPK, Kinase-Glo ATP luminescence, 1 h | Potency, µM (top dose mostly 57.5 µM), for the others: at the top dose activity change, negative = inhibition, actives largely listed as inhibitors | 290,000 compounds, 0.37% hits
Target sequence (Q27686 whole entry, looked up): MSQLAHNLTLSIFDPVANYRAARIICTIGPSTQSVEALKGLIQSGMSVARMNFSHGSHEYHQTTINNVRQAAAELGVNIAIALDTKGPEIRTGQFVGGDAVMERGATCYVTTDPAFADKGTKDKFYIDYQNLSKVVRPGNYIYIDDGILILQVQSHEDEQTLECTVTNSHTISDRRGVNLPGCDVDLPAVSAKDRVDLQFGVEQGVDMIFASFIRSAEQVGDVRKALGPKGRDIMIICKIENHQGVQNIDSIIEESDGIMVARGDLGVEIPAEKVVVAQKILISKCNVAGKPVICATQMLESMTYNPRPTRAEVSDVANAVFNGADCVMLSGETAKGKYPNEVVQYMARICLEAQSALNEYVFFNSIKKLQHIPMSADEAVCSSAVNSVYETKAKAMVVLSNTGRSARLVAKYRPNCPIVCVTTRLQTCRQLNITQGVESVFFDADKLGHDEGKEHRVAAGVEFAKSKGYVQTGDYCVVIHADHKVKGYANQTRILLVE
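Purified LmPK (0.1 nM) with 0.5 mM PEP and 0.1 mM ADP in imidazole buffer pH 7.2 with MgCl2/KCl, 1 h at room temperature. ATP formed was read by luciferase luminescence and normalized to no-enzyme and uninhibited controls.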
Pf growth 48h = inhibits P. falciparum growth in the first generation, 48 h | P. falciparum luciferase growth in erythrocytes, 48 h | Potency, µM (highest dose often 28.7 µM), for the others: top-dose activity change, negative = inhibition, actives largely listed as inhibitors | 310,000 compounds, 5.9% hits | AID 504832
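Here the parasites carry a stable luciferase gene and grow inside erythrocytes in Albumax-based RPMI medium with compound for one erythrocytic cycle. Activity is scored as loss of luminescent signal.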
Pf growth 96h = P. falciparum growth inhibition at 96 hour, primary screen for plastid delayed-death inhibitors | P. falciparum luciferase reporter growth, 96 h | 320,000 compounds, 6.9% hits | Potency, µM (series often up to 28.7 µM), inactives show at the highest dose activity change, negative = inhibition, usual class: inhibitors
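Erythrocytes infected with luciferase-expressing P. falciparum were dispensed at 2% hematocrit and 0.05% parasitemia (final), then incubated with compounds 96 hours at 37 C in 5% CO2. Luminescence after detection reagent addition reported growth.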
* hit, by the source's call; [ ] = another dose, or the depositor's remark. Calls follow the shape of the dose curve; as a rule, active = well fitted curve in the direction sought with a large enough effect; inconclusive = small, poorly fitted or top-dose-only effect, or another doubt; inactive = no such curve, though single readings can be large; an effect the other way counts as inactive or inconclusive. % is scaled to controls: 0 for no effect and ±100 for the full control effect; potency is read from the fitted curve at half-maximal effect.

Sample of the layout (4 entries):
`O=C(OCc1nc2ccccc2s1)c1cccc(N2C(=O)CCC2=O)c1` gave HCV inh 9%, Tb PYK inh 2%, Sm TGR inh -2%, LmPK inhibitor -7%[11.5 µM], Pf growth 48h 3% and Pf growth 96h 44%[activator].
CC(C)OC(=O)C1C2C=CC3(CN(C(C)c4ccc(Br)cc4)C(=O)C13)O2 (stereo unspecified) was read as HCV inh 4%, Tb PYK inh 4%, Sm TGR inh 2%, LmPK inhibitor 0% and Pf growth 96h 10µM*.
For Cc1ccc(CSc2nnc(SCC(=O)N/N=C/c3ccccc3OCC(=O)O)s2)cc1 the results were HCV inh -4%, Tb PYK inh 1%, Sm TGR inh -17%, LmPK inhibitor 5%, Pf growth 48h 158%[activator] and Pf growth 96h 105%[activator].
COc1cccc(CNC(=O)c2ccccc2-c2ccccc2)c1 was read as HCV inh -7%, Tb PYK inh 2%, Sm TGR inh -11%, LmPK inhibitor -8%, Pf growth 48h 1% and Pf growth 96h inconclusive.

All compounds of this part (from the top)
`O=C(OCc1nc2ccccc2s1)c1cccc(N2C(=O)CCC2=O)c1` gave HCV inh 9%, Tb PYK inh 2%, Sm TGR inh -2%, LmPK inhibitor -7%[11.5 µM], Pf growth 48h 3% and Pf growth 96h 44%[activator].
CC(C)OC(=O)C1C2C=CC3(CN(C(C)c4ccc(Br)cc4)C(=O)C13)O2 (stereo unspecified) was read as HCV inh 4%, Tb PYK inh 4%, Sm TGR inh 2%, LmPK inhibitor 0% and Pf growth 96h 10µM*.
For Cc1ccc(CSc2nnc(SCC(=O)N/N=C/c3ccccc3OCC(=O)O)s2)cc1 the results were HCV inh -4%, Tb PYK inh 1%, Sm TGR inh -17%, LmPK inhibitor 5%, Pf growth 48h 158%[activator] and Pf growth 96h 105%[activator].
COc1cccc(CNC(=O)c2ccccc2-c2ccccc2)c1 was read as HCV inh -7%, Tb PYK inh 2%, Sm TGR inh -11%, LmPK inhibitor -8%, Pf growth 48h 1% and Pf growth 96h inconclusive.
Screening Oc1ccc(/C=N/Nc2ccc(C(F)(F)F)cn2)c(O)c1 returned Sm TGR inh -11%, LmPK inhibitor -6%, Pf growth 48h inconclusive and Pf growth 96h -12%.
Cc1cc(C)c(NC(=O)CNC(=O)c2ccc(-n3cncn3)c([N+](=O)[O-])c2)c(C)c1 was read as HCV inh 2%, Tb PYK inh 10%, Sm TGR inh -2%, Pf growth 48h -15% and Pf growth 96h 0%.
Screening COc1ccc(NC(=O)C(=O)N2N=C3CCCCC3C2(O)C(F)(F)F)cc1 (stereo unspecified) returned HCV inh 19%, Tb PYK inh 0%, Sm TGR inh 0%, LmPK inhibitor 7%, Pf growth 48h 28% and Pf growth 96h 18%.
For COc1ccc(C(=O)NC(=S)NNC(=O)CCc2ccccc2)cc1 the results were HCV inh inconclusive, Tb PYK inh 0%, Sm TGR inh 45%[activator], LmPK inhibitor -1%, Pf growth 48h inconclusive and Pf growth 96h inconclusive.
CC(Oc1ccccc1F)C(=O)NNC(=O)c1cc2ccccc2o1 (stereo unspecified) was read as HCV inh 18%, Tb PYK inh -2%, Sm TGR inh -4%, LmPK inhibitor 7%, Pf growth 48h 0% and Pf growth 96h 1%.
Cc1c(C(=O)NN2CCOCC2)oc2ccccc12 was read as HCV inh 10%, Tb PYK inh 2%, Sm TGR inh -1%, LmPK inhibitor -4%, Pf growth 48h 54%[1.15 µM] and Pf growth 96h inconclusive.
CN(CC(=O)Nc1ccc(F)cc1)C(=O)c1ccc(N2C(=O)CCC2=O)cc1 was read as HCV inh 12%, Tb PYK inh -8%, Sm TGR inh 0%, Pf growth 48h 21% and Pf growth 96h 24%.
Screening COc1ccc(NS(=O)(=O)c2cc(NC(=O)c3cnc(C)cn3)ccc2N2CCCC2)cc1 returned HCV inh inconclusive, Tb PYK inh -6%, Sm TGR inh -2%, LmPK inhibitor 2%, Pf growth 48h inconclusive and Pf growth 96h inconclusive.
COc1ccc(CC2=CC(=O)c3ccccc3C2=O)cc1 was read as HCV inh 22µM*, Tb PYK inh inconclusive, Sm TGR inh 28µM*, LmPK inhibitor -7%, Pf growth 48h inconclusive and Pf growth 96h 6%.
CSC1=N/C(=C/c2ccc(-n3cncn3)cc2)C(=O)N1 was read as HCV inh -3%, Tb PYK inh 0%, Sm TGR inh -6%, LmPK inhibitor inconclusive, Pf growth 48h 30% and Pf growth 96h 97%[activator].
For Cc1nc(-c2ccc(NS(=O)(=O)c3ccccc3)cc2)cs1 the results were HCV inh inconclusive, Tb PYK inh 7%, Sm TGR inh 3%, LmPK inhibitor 5%, Pf growth 48h 47%[activator] and Pf growth 96h 35%[activator].
`Cc1c(-c2ccccc2)c(=O)oc2cc(O)ccc12` gave HCV inh 9%, Tb PYK inh -2%, Sm TGR inh -27%, LmPK inhibitor 1%, Pf growth 48h inconclusive and Pf growth 96h 11%.
Cc1ccc(N(C(=O)c2sc(C)nc2C)C(C(=O)NCc2ccco2)c2ccccc2)cc1 (stereo unspecified) was read as HCV inh -10%, Tb PYK inh 5%, Sm TGR inh -12%, LmPK inhibitor 2%, Pf growth 48h inconclusive and Pf growth 96h inconclusive.
Screening Cc1ccsc1/C=C(\C#N)C(=O)NCCCN1CCOCC1 returned HCV inh 7%, Tb PYK inh -2%, Sm TGR inh 11%, LmPK inhibitor 0%, Pf growth 48h 18% and Pf growth 96h 41%[5.75 µM].
For Cc1c(CCO)c(=O)n(-c2ccccc2)n1S(=O)(=O)c1ccc([N+](=O)[O-])cc1 the results were HCV inh 6%, Tb PYK inh 8%, Sm TGR inh 1%, LmPK inhibitor 6%, Pf growth 48h -7% and Pf growth 96h 14%.
Screening O=C(CNC(=O)c1cccs1)OCC(=O)c1ccccc1 returned HCV inh 24%, Tb PYK inh 7%, Sm TGR inh 7%, LmPK inhibitor 3% and Pf growth 48h 4%.
Cc1c(Br)cc(-c2nnco2)cc1Br was read as HCV inh 2%, Tb PYK inh -6%, Sm TGR inh 5%, LmPK inhibitor -7% and Pf growth 48h 12%.
CCCN(C(=O)c1ccc(OCC(C)C)cc1)c1c(N)n(Cc2ccccc2)c(=O)[nH]c1=O was read as HCV inh inconclusive, Tb PYK inh -6%, Sm TGR inh -3%, Pf growth 48h 8% and Pf growth 96h inconclusive.
Screening COC(=O)c1c(C)oc(C)c1S(=O)(=O)NCc1ccco1 returned HCV inh 20%, Tb PYK inh -1%, Sm TGR inh inconclusive, LmPK inhibitor 1%, Pf growth 48h 25% and Pf growth 96h 12%.
`COc1ccc(-c2cn3cc(C)ccc3n2)cc1OC` gave HCV inh inconclusive, Tb PYK inh -8%, Sm TGR inh 4%, LmPK inhibitor 16µM*, Pf growth 48h 64%[activator] and Pf growth 96h 129%[activator].
`O=C(CSc1nc(N2CCOCC2)nc(N2CCOCC2)n1)Nc1cccc(C(F)(F)F)c1` gave HCV inh -29%, Tb PYK inh 2%, Sm TGR inh -11%, LmPK inhibitor 5%, Pf growth 48h 11% and Pf growth 96h 2.1µM*.
`CSc1cccc(NC(=O)CSc2nc3ccccc3o2)c1` gave HCV inh -30%, Tb PYK inh 0%, Sm TGR inh -15%, LmPK inhibitor 0%, Pf growth 48h -5% and Pf growth 96h 40%[activator].
For Cc1ccn2c(c1)nc(=S)n2C(=O)c1ccccc1 the results were HCV inh -17%, Tb PYK inh -28%, Sm TGR inh 0%, LmPK inhibitor inconclusive and Pf growth 96h 433%[activator].
For NNC(=O)c1sccc1OCc1cccc(C(F)(F)F)c1 the results were HCV inh -5%, Tb PYK inh -18%, Sm TGR inh 3%, LmPK inhibitor 1%, Pf growth 48h inconclusive and Pf growth 96h inconclusive.
For CCN(C(=O)CCc1nc(-c2ccccc2F)no1)c1cc(OC)ccc1OC the results were HCV inh inconclusive, Tb PYK inh 0%, Sm TGR inh -10%, LmPK inhibitor -2% and Pf growth 48h inconclusive.
For Cc1ccc(NS(=O)(=O)c2cc(C(=O)Nc3cccc([N+](=O)[O-])c3)ccc2C)cc1 the results were HCV inh inconclusive, Tb PYK inh -13%, Sm TGR inh 7%, LmPK inhibitor 2%, Pf growth 48h inconclusive and Pf growth 96h 31%[activator].
Cc1ccc(-c2nn3c(C)nnc3c3ccccc23)cc1S(=O)(=O)N(C)CCO was read as HCV inh -15%, Tb PYK inh -5%, Sm TGR inh 0%, LmPK inhibitor 1% and Pf growth 96h inconclusive.
`O=C(CCc1nnc(Cc2c[nH]c3ccccc23)o1)NC(C1CC1)C1CC1` gave HCV inh -28%, Tb PYK inh -6%, Sm TGR inh inconclusive, LmPK inhibitor 4%, Pf growth 48h inconclusive and Pf growth 96h 35%[activator].
For O=C(Nc1ccccn1)c1ccc2c(=O)n3c(nc2c1)CCCCC3 the results were HCV inh -15%, Tb PYK inh -7%, Sm TGR inh -9%, Pf growth 48h 79%[activator] and Pf growth 96h 188%[activator].
Screening O=C(CCN1CCN(C/C=C/c2ccccc2)CC1)Nc1ccc(Cl)cc1 returned HCV inh -25%, Tb PYK inh -6%, Sm TGR inh 3%, LmPK inhibitor 2%, Pf growth 48h inconclusive and Pf growth 96h 33%[activator].
For O=C(NCC1CCCO1)c1ccc2c(=O)n(-c3ccccc3)c(=S)[nH]c2c1 (stereo unspecified) the results were HCV inh 3%, Tb PYK inh -11%, Sm TGR inh 6%, LmPK inhibitor 3%[11.5 µM], Pf growth 48h 12% and Pf growth 96h -1%.
CS(=O)(=O)Cc1ccc(C(=O)NC(c2ccccc2)c2ccccc2)cc1 was read as HCV inh -7%, Tb PYK inh 0%, Sm TGR inh -2%, LmPK inhibitor 0%, Pf growth 48h -13% and Pf growth 96h 3%.
`NC(=O)CCn1cnc2ccccc21` gave HCV inh 13%, Tb PYK inh 3%, Sm TGR inh 12%, LmPK inhibitor 2%, Pf growth 48h 10% and Pf growth 96h -2%.
Screening CC1=C[C@@H]2c3cccc4[nH]cc(c34)C[C@H]2N(C)C1 returned HCV inh -26%, Tb PYK inh -1%, Sm TGR inh 2.2µM*, LmPK inhibitor -7% and Pf growth 96h inconclusive.
Screening NS(=O)(=O)c1cccc(NC(=O)CSc2nc3ccccc3c(=O)n2CCCN2CCOCC2)c1 returned HCV inh 12%, Tb PYK inh -7%, Sm TGR inh -4%, LmPK inhibitor 3%, Pf growth 48h -5% and Pf growth 96h -27%.
`S=C(Nc1ccc(Cl)cc1)N(CCCN1CCOCC1)Cc1ccco1` gave HCV inh 15%, Tb PYK inh 5%, Sm TGR inh -4%, LmPK inhibitor 0%, Pf growth 48h 8% and Pf growth 96h 0%.
CCOC(=O)c1c(/N=C/c2cc([N+](=O)[O-])ccc2O)sc(C)c1C was read as HCV inh 11%, Tb PYK inh -4%, Sm TGR inh -11%, LmPK inhibitor -6%, Pf growth 48h inconclusive and Pf growth 96h 9.3µM*.
Screening Cc1cc(C(=O)N/N=C/c2sccc2C)no1 returned HCV inh 3%, Tb PYK inh -1%, Sm TGR inh -6%, LmPK inhibitor -9%, Pf growth 48h 61%[activator] and Pf growth 96h 43%[activator].
`Cc1ccc(NC(=S)NC(=O)C2CCC2)cc1C` gave HCV inh -12%, Tb PYK inh 4%, Sm TGR inh inconclusive, LmPK inhibitor 1%, Pf growth 48h -2% and Pf growth 96h -8%.
Cc1nc2ccccc2c2ncccc12 was read as HCV inh -7%, Tb PYK inh -6%, Sm TGR inh -2%, LmPK inhibitor 0%, Pf growth 48h 37%[activator] and Pf growth 96h inconclusive.
Screening COc1ccc(CNC(=O)[C@H](C)[C@@H]2C[C@@]2(C)[C@@H](NC(=O)OCc2ccccc2)c2ccccc2)cc1OC returned HCV inh inconclusive, Tb PYK inh 1%, Sm TGR inh -6%, LmPK inhibitor 0%, Pf growth 48h -11% and Pf growth 96h inconclusive.
